BioA inh: BioA (M. tuberculosis) enzyme inhibition | purified M. tuberculosis BioA enzyme, plate reader | AID 602481 | inhibition, % at 9.99 µM | 360,000 tested, 0.096% active; in the data active = inhibition above about 40%
* hit, by the source's call.

compound,BioA inh
Cc1noc(C)c1NC(=O)Nc1cccc2c1O[C@H](CN(C)S(=O)(=O)c1ccc(F)cc1)[C@H](C)CN([C@@H](C)CO)C2=O,-0.3
C[C@H]1CN([C@@H](C)CO)C(=O)c2ccccc2-c2ccccc2CO[C@@H]1CN(C)C(=O)Nc1ccnc(N2CCOCC2)c1,-2.0
CC(C)NC(=O)N(C)C[C@H]1Oc2cc(C#CCN(C)C)ccc2S(=O)(=O)N([C@H](C)CO)C[C@H]1C,-0.5
CCC(=O)N1[C@H](CO)[C@@H](c2ccc(-c3ccccc3)cc2)[C@@H]1CN(C)C(C)=O,4.0
C[C@@H]1CCCCO[C@@H](CN(C)Cc2ccc(C(=O)O)cc2)[C@H](C)CN([C@H](C)CO)C(=O)c2cc(NC(=O)C3CCCCC3)ccc2O1,-1.6
C[C@@H]1CN([C@H](C)CO)C(=O)c2cc(NC(=O)Nc3ccc(C(F)(F)F)cc3)ccc2O[C@@H](C)CCCCO[C@@H]1CN(C)S(=O)(=O)c1ccc(Cl)cc1,-0.4
CC(C)NC(=O)N1[C@@H]2CN(C(=O)Nc3ccccc3)c3ccccc3[C@@H]2[C@@H]1CO,-1.6
C[C@@H]1CCCCO[C@@H](CN(C)CC2CCCCC2)[C@@H](C)CN([C@H](C)CO)C(=O)c2cc(N(C)C)ccc2O1,2.5
Cc1ccc(S(=O)(=O)N(C)C[C@H]2OCCCC[C@H](C)Oc3ccc(NC(=O)Nc4c(C)noc4C)cc3C(=O)N([C@@H](C)CO)C[C@H]2C)cc1,0.4
C/C=C/c1ccc([C@@H]2[C@@H](CN(CC)C(=O)CN(C)C)N(C(C)=O)[C@H]2CO)cc1,3.8
CCC(=O)Nc1ccc2c(c1)OC[C@@H](C)N(CCC(F)(F)F)C[C@H](C)[C@H](OC)CN(C)C2=O,2.0
Cc1ccc(S(=O)(=O)N2CC[C@@H]3[C@H]2c2cc(Br)ccc2N[C@@H]3CO)cc1,2.9
CCCNC(=O)N1[C@H](C#N)[C@H](c2ccc(-c3ccccc3F)cc2)[C@H]1CO,-1.7
CO[C@H]1CN(C)C(=O)c2ccc(NC(C)=O)cc2OC[C@H](C)N(CC2CCCCC2)C[C@H]1C,1.9
C[C@@H]1CCCCO[C@@H](CN(C)C(=O)CCC(F)(F)F)[C@H](C)CN([C@@H](C)CO)C(=O)c2cc(NC(=O)Cc3ccccc3)ccc2O1,0.8
CC(=O)N(C)C[C@H]1Oc2cc(C#Cc3ccccc3F)ccc2S(=O)(=O)N([C@@H](C)CO)C[C@@H]1C,-0.2
Cc1ccc(S(=O)(=O)N(C)C[C@H]2Oc3ccc(NC(=O)Cc4ccccc4)cc3CC(=O)N([C@H](C)CO)C[C@H]2C)cc1,0.0
CN1CCN(C(=O)C[C@H]2C[C@@H]3c4cc(NC(=O)NC5CCCC5)ccc4O[C@@H]3[C@@H](CO)O2)CC1,0.9
C/C=C/c1ccc2c(c1)O[C@H](CN(C)C(=O)c1cccnc1)[C@H](C)CN([C@@H](C)CO)S2(=O)=O,0.2
CCC(=O)N1C[C@@H](O)COC[C@H]2O[C@H](CC(=O)NCc3ccc(Oc4ccccc4)cc3)CC[C@@H]21,-0.9
CNC[C@@H]1OCCCC[C@H](C)Oc2ccc(NC(=O)CCC(F)(F)F)cc2C(=O)N([C@@H](C)CO)C[C@@H]1C,-1.5
COCC(=O)N1CC[C@@H]2[C@@H](CO)N(C)c3ccc(-c4ccc(F)cc4)cc3[C@@H]21,60.6*
COc1ccc(NC(=O)Nc2ccc3c(c2)C(=O)N([C@H](C)CO)C[C@H](C)[C@H](CN(C)Cc2ccc(Cl)c(Cl)c2)OCCCC[C@H](C)O3)cc1,0.2
Cc1ccccc1-c1ccc2c(c1)O[C@@H](CN(C)Cc1ccc(C(=O)O)cc1)[C@@H](C)CN([C@@H](C)CO)S2(=O)=O,2.8
C[C@@H]1CN([C@H](C)CO)C(=O)Cc2cc(NC(=O)C3CCCCC3)ccc2O[C@@H]1CN(C)Cc1ccc(C(F)(F)F)cc1,-2.3

In the list so far, these have a Cl atom:
compound,BioA inh
C[C@@H]1CN([C@H](C)CO)C(=O)c2cc(NC(=O)Nc3ccc(C(F)(F)F)cc3)ccc2O[C@@H](C)CCCCO[C@@H]1CN(C)S(=O)(=O)c1ccc(Cl)cc1,-0.4
COc1ccc(NC(=O)Nc2ccc3c(c2)C(=O)N([C@H](C)CO)C[C@H](C)[C@H](CN(C)Cc2ccc(Cl)c(Cl)c2)OCCCC[C@H](C)O3)cc1,0.2

Next structures
compound,BioA inh
CC(C)NC(=O)N(C)C[C@H]1Oc2ccc(NC(=O)c3ccncc3)cc2C(=O)N([C@H](C)CO)C[C@H]1C,-0.4
CC(=O)N1CC[C@H]2[C@@H]1c1cc(-c3ccc(C#N)cc3)ccc1N(C)[C@H]2CO,1.8
C[C@@H]1CN([C@H](C)CO)C(=O)c2cc(NS(=O)(=O)c3ccc(Cl)cc3)ccc2O[C@H]1CN(C)Cc1ccc(-c2ccccc2)cc1,3.0
CCCNC(=O)N1C[C@@H]2[C@H](c3ccccc31)[C@@H](CO)N2C(=O)Nc1ccc(F)cc1,-1.3
O=C(Cc1cccnc1)N1CCCCN2[C@@H](CO)[C@H](c3ccc(C#CC4CCCC4)cc3)[C@@H]2C1,0.6
CCNC(=O)[C@H]1[C@H](CO)[C@H]2Cn3c(ccc(-c4ccc(OC)cc4)c3=O)[C@H]2N1Cc1nccs1,19.8
C[C@@H]1CN([C@H](C)CO)S(=O)(=O)c2ccc(-c3ccc(F)cc3)cc2O[C@H]1CN(C)C(=O)Nc1ccccc1F,-3.8
O=C(Nc1ccc2c(c1)[C@H]1C[C@H](CC(=O)N3CCCCC3)O[C@@H](CO)[C@H]1O2)Nc1ccccc1F,-0.5
COCC#Cc1cnc2c(c1)C(=O)N([C@H](C)CO)C[C@@H](C)[C@@H](CN(C)Cc1ccc(-c3ccccc3)cc1)O2,-1.6
COc1ccc(NC(=O)N(C)C[C@H]2Oc3c(NS(=O)(=O)c4cn(C)cn4)cccc3C(=O)N([C@@H](C)CO)C[C@H]2C)cc1,0.0
C[C@H](CO)N1C[C@H](C)[C@@H](CN(C)C(=O)c2ccccn2)Oc2ncc(C3=CCCC3)cc2C1=O,-1.9
C[C@@H]1CN([C@@H](C)CO)C(=O)Cc2cc(NC(=O)NC3CCCCC3)ccc2O[C@@H]1CN(C)Cc1ccccc1,2.4
C[C@H]1CCCCO[C@@H](CN(C)C(=O)C2CCCCC2)[C@@H](C)CN([C@@H](C)CO)C(=O)c2cc(NC(=O)Nc3ccc(C(F)(F)F)cc3)ccc2O1,-2.3
C[C@@H]1CCCCO[C@@H](CN(C)C(=O)Nc2ccc(C(F)(F)F)cc2)[C@H](C)CN([C@@H](C)CO)C(=O)c2cc(NS(C)(=O)=O)ccc2O1,0.1
CC(C)NC(=O)N1[C@H](CO)[C@H]2c3ccccc3NC[C@H]21,1.7
C[C@@H]1CN([C@H](C)CO)S(=O)(=O)c2ccc(C#C[C@@H](C)O)cc2O[C@@H]1CN(C)C(=O)c1ccccc1,1.1
CN(C)C(=O)C[C@@H]1C=C[C@@H](NC(=O)NC2CCCC2)[C@@H](CO)O1,-2.2
C[C@@H]1CN([C@@H](C)CO)C(=O)Cc2cc(NS(=O)(=O)c3cccs3)ccc2O[C@@H]1CN(C)C(=O)Nc1ccccc1,-0.8
COC(=O)C[C@H]1CC[C@@H]2[C@@H](COc3ccc(NC(=O)Nc4ccc(Cl)cc4)cc3C(=O)N2C)O1,-0.2
C[C@H](CO)N1C[C@H](C)[C@@H](CN(C)C(=O)NC2CCCCC2)OCCCC[C@H](C)Oc2ccc(NC(=O)Cc3ccccc3)cc2C1=O,0.9
Cc1noc(C)c1NC(=O)Nc1ccc2c(c1)CC(=O)N([C@H](C)CO)C[C@H](C)[C@H](CN(C)C(=O)Nc1cccc3ccccc13)O2,0.3
C[C@@H]1CCCCO[C@@H](CN(C)S(=O)(=O)c2cccs2)[C@H](C)CN([C@H](C)CO)C(=O)c2cc(NC(=O)c3ccccc3)ccc2O1,-4.8
C[C@@H]1CN([C@@H](C)CO)C(=O)c2cc(NS(=O)(=O)c3cccs3)ccc2O[C@@H]1CN(C)C,-4.5
C[C@H](CO)N1C[C@H](C)[C@H](CN(C)C)Oc2cc(-c3ccccc3F)ccc2S1(=O)=O,1.4
C[C@@H]1CN([C@H](C)CO)C(=O)c2cccc(NC(=O)NC3CCCCC3)c2O[C@@H]1CN(C)Cc1ccc(-c2ccccc2)cc1,-2.1

Retrieved by structure from above (five):
compound,BioA inh
C[C@@H]1CN([C@H](C)CO)C(=O)c2cccc(NC(=O)NC3CCCCC3)c2O[C@@H]1CN(C)Cc1ccc(-c2ccccc2)cc1,-2.1
C[C@@H]1CN([C@@H](C)CO)C(=O)c2cc(NS(=O)(=O)c3cccs3)ccc2O[C@@H]1CN(C)C,-4.5
C[C@@H]1CN([C@@H](C)CO)C(=O)Cc2cc(NC(=O)NC3CCCCC3)ccc2O[C@@H]1CN(C)Cc1ccccc1,2.4
C[C@@H]1CCCCO[C@@H](CN(C)C(=O)Nc2ccc(C(F)(F)F)cc2)[C@H](C)CN([C@@H](C)CO)C(=O)c2cc(NS(C)(=O)=O)ccc2O1,0.1
C[C@H]1CCCCO[C@@H](CN(C)C(=O)C2CCCCC2)[C@@H](C)CN([C@@H](C)CO)C(=O)c2cc(NC(=O)Nc3ccc(C(F)(F)F)cc3)ccc2O1,-2.3

Later entries.
compound,BioA inh
COc1ccc(NC(=O)N(C)C[C@H]2Oc3ccc(NS(=O)(=O)c4ccc(OC)cc4)cc3CC(=O)N([C@@H](C)CO)C[C@H]2C)cc1,2.5
CCCNC(=O)C[C@H]1C[C@H]2c3cc(NS(C)(=O)=O)ccc3O[C@H]2[C@H](CO)O1,0.2
COCC(=O)N[C@H]1C=C[C@H](CC(=O)NCc2ccccc2OC)O[C@@H]1CO,-1.0
Cc1noc(C)c1NC(=O)Nc1ccc2c(c1)C(=O)N([C@@H](C)CO)C[C@@H](C)[C@@H](CN(C)C(=O)NC1CCCCC1)OCCCC[C@H](C)O2,1.0
O=S(=O)(c1ccc(F)cc1)N1CCCCN2[C@@H](CO)[C@@H](c3ccc(-c4cncnc4)cc3)[C@@H]2C1,-0.4
CC(=O)N(C)C[C@@H]1Oc2cc(-c3ccc(C#N)cc3)ccc2S(=O)(=O)N([C@H](C)CO)C[C@@H]1C,-4.9
CC(=O)N(C)C[C@@H]1Oc2ncc(-c3ccc(C(=O)N(C)C)cc3)cc2C(=O)N([C@H](C)CO)C[C@@H]1C,-1.7
Cc1ccccc1-c1ccc2c(c1)O[C@H](CN(C)C(=O)Nc1ccccc1)[C@H](C)CN([C@H](C)CO)S2(=O)=O,4.6
O=C(C[C@H]1C=C[C@@H](NC(=O)Nc2ccc(C(F)(F)F)cc2)[C@H](CO)O1)NCc1cccc(F)c1,-0.4
CCCNC(=O)N(C)C[C@@H]1Oc2cc(C#CCC(C)C)ccc2S(=O)(=O)N([C@H](C)CO)C[C@@H]1C,0.6
CC(=O)N(C)C[C@H]1Oc2ncc(/C=C/c3ccccc3)cc2C(=O)N([C@@H](C)CO)C[C@H]1C,0.6
C[C@@H]1CCCCO[C@@H](CN(C)Cc2ccncc2)[C@H](C)CN([C@@H](C)CO)C(=O)c2cc(NC(=O)Nc3ccc4c(c3)OCO4)ccc2O1,0.7
CN(C)C(=O)C[C@H]1CC[C@@H](NC(=O)NC2CCCCC2)[C@H](CO)O1,2.0
C[C@@H]1CCCCO[C@@H](CN(C)Cc2ccc(C(=O)O)cc2)[C@@H](C)CN([C@H](C)CO)C(=O)c2cc(NC(=O)C3CCCCC3)ccc2O1,-2.3
CNC[C@@H]1Oc2ccc(NC(=O)Nc3ccc4c(c3)OCO4)cc2C(=O)N([C@@H](C)CO)C[C@@H]1C,-2.0
Cc1cccc(-c2ccc([C@H]3[C@H]4CN(C(=O)c5cccnc5)CCCCN4[C@H]3CO)cc2)c1,-8.9
C/C=C/c1ccc([C@@H]2[C@@H](CN(C)C(=O)C3CC3)N(C(=O)C3CC3)[C@H]2CO)cc1,2.3
C[C@@H]1CN([C@@H](C)CO)C(=O)Cc2cc(NC(=O)CCC(F)(F)F)ccc2O[C@@H]1CN(C)C(=O)Nc1ccc(F)cc1,-0.3
CN(C)C(=O)c1ccc(-c2ccc3c(c2)[C@H]2[C@H](CCN2C(=O)c2ccccn2)[C@H](CO)N3C)cc1,0.2
COc1ccc(NC(=O)Nc2ccc3c(c2)C(=O)N([C@H](C)CO)C[C@@H](C)[C@H](CN(C)C(=O)Nc2c(C)noc2C)O3)cc1,0.2
CC(C)NC(=O)N1[C@H](C(=O)N2CCOCC2)[C@@H](CO)[C@@H]2Cn3c(ccc(-c4ccc(F)cc4)c3=O)[C@@H]21,-1.0
C[C@@H]1CCCCO[C@H](CN(C)C(=O)Nc2cccc3ccccc23)[C@@H](C)CN([C@@H](C)CO)C(=O)c2cc(NC(=O)c3ccncc3)ccc2O1,1.5
CN(C)C(=O)c1cccc(-c2ccc([C@H]3[C@@H](CO)N4CCCCN(C(=O)C5CCCC5)C[C@@H]34)cc2)c1,-2.9
CN(C)CC(=O)Nc1ccc2c(c1)[C@H]1C[C@@H](CC(=O)NCCc3ccccc3)O[C@H](CO)[C@H]1O2,-1.8
COc1ccccc1S(=O)(=O)N[C@H]1CC[C@@H](CCNC(=O)C2CCCC2)O[C@@H]1CO,0.4
O=C(C[C@H]1C=C[C@@H](NS(=O)(=O)c2ccccc2)[C@H](CO)O1)NCc1ccc(Cl)c(Cl)c1,0.2
Cc1noc(C)c1NC(=O)Nc1ccc2c(c1)C(=O)N([C@H](C)CO)C[C@H](C)[C@H](CN(C)C(=O)NC(C)C)OCCCC[C@@H](C)O2,-2.4
O=C(Nc1ccccc1)N1CCCCN2[C@H](CO)[C@H](c3ccc(-c4ccccc4)cc3)[C@H]2C1,-3.0
CO[C@@H]1CN(C)C(=O)c2ccc(NC(=O)NC(C)C)cc2OC[C@H](C)N(C(=O)CC2CC2)C[C@H]1C,-1.2
CN1C(=O)c2cc(NC(=O)C3CCCC3)ccc2OC[C@H]2O[C@H](CC(=O)O)CC[C@@H]21,-1.2

In a second layout: results already given
> C[C@@H]1CCCCO[C@@H](CN(C)S(=O)(=O)c2cccs2)[C@H](C)CN([C@H](C)CO)C(=O)c2cc(NC(=O)c3ccccc3)ccc2O1
- BioA inh: -4.8

> O=C(C[C@H]1C=C[C@@H](NC(=O)Nc2ccc(C(F)(F)F)cc2)[C@H](CO)O1)NCc1cccc(F)c1
- BioA inh: -0.4

Screening results (PubChem)

An excerpt (hit frequency here may not be typical).
